# Mcl1 Noxa PPI: disrupts binding of human Mcl-1 to Noxa peptide; hit rate 1.5% among 220,000; Q07820; TR-FRET Mcl-1/Noxa peptide binding, 2 h; inhibition, % at 21.7 µM;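 active = compounds that cut the protein-peptide binding signal by more than 50% relative to plate controls in a single-dose test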;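 note: His-tagged Mcl-1 with rhodamine Noxa BH3 peptide and terbium anti-His antibody; 0% = Mcl-1 plus Noxa peptide wells and 100% = peptide-only wells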
# Target sequence (Q07820 whole entry, looked up): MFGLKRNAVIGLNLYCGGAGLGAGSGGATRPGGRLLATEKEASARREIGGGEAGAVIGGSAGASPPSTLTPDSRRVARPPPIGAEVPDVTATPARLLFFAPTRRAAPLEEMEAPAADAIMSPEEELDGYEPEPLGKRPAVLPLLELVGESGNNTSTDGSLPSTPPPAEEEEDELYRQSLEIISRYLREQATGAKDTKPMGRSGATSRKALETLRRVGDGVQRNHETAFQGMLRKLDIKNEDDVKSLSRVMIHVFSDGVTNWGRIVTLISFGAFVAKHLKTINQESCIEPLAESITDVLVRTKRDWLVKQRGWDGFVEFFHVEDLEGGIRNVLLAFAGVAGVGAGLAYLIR
# Mcl1 Bid PPI: disrupts binding of human Mcl-1 to Bid peptide; inhibition, % at 21.7 µM; TR-FRET Mcl-1/Bid-Dy647 peptide binding, 1536-well; hit rate 0.97% among 220,000;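 active = compounds that cut the binding signal by more than half at the single screening dose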;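 note: His-tagged Mcl-1 with europium anti-His antibody binding Bid BH3 peptide; 0% = Mcl-1 plus peptide wells and 100% = peptide-only wells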
# Pf gametocyte: P. falciparum stage V gametocyte viability inhibition | AID 743093 | P. falciparum stage V gametocytes, ATP luminescence, 24 h | hit rate 0.065% among 150,000 | inhibition, % at 10.9 µM;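 active = inhibition above the mean plus 3 SD of compounds within the control limits, set per campaign, cut at about 38% in these data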;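 note: 0% = DMSO wells and 100% = medium only without gametocytes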
# Rac1 act GTP bind: human Rac1 activated mutant GTP binding change | P63000 | GST-Rac1 activated beads, fluorescent GTP binding, flow cytometry; actives lie on both sides; 100% means binding = to untreated wells | percent activity (GTP binding), % at 10 µM | hit rate 0.11% among 190,000;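 active = GTP binding at least 20 percentage points away from the 100% baseline, in either direction, so actives lie on both sides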
# Mcl-1 Bim block: inhibitors of Bim-Mcl-1 interaction, human. Q07820. hit rate 0.1% among 190,000. inhibition, % at 10 µM. Bead-based flow cytometry, Bim peptide-Mcl-1 binding; in the data active = inhibition above about 40%;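 note: 0% = no compound tracer wells and 100% = peptide blocker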
# RGS8-Gao reg: regulators of human RGS8-Galphao interaction | hit rate 0.34% among 220,000 | multiplexed bead flow cytometry, RGS8-Galphao binding; actives lie on both sides | response (percent of control binding), % at 10 µM; in the data active = response below about 60% or above about 140%; inactive = in between;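 note: Galphao activated as the GDP aluminium fluoride complex binding bead-coupled RGS8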
# HRas wt GTP: human HRas wildtype GTP binding, change in either direction; GST-Ras wt beads, Bodipy-FL-GTP binding, flow cytometry; actives lie on both sides; P01112; AID 759; hit rate 0.14% among 190,000; GTP binding activity, % at 10 µM;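 active = GTP binding activity at least 20% away from the 100% baseline, either lowered as inhibitor or raised as activator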;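 note: 0% = unlabeled GTP competition control and 100% = no-compound control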
# Target sequence (P01112 whole entry, looked up): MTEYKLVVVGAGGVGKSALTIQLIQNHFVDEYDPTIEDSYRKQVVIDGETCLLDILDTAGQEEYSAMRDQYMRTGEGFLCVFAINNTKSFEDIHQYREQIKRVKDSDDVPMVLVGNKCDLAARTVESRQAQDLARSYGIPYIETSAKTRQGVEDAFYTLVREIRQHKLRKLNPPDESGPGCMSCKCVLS
# Rac1 wt GTP bind: modulators of human Rac1 wildtype GTP binding. hit rate 0.27% among 190,000. AID 757. GTP binding activity (% of control), % at 10 µM. GST-Rac1 beads, fluorescent GTP binding, flow cytometry; actives lie on both sides; 0 = cold GTP competed, 100 = untreated;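 active = GTP binding activity at least 20 points away from the 100% control level, either lower or higher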
# Rab2 wt GTP: changes GTP binding to wildtype dog Rab2A, up or down; GST-Rab2 wt beads, Bodipy-GTP binding, flow cytometry; GTP binding activity, % at 10 µM; hit rate 0.19% among 190,000;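 active = GTP binding activity at least 20 points away from 100%, either lowered or raised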;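 note: 0% = beads with excess unlabeled GTP and 100% = no-compound control corrected for plate trend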
# Rab7 wt GTP bind: modulators of GTP binding to dog Rab7 wildtype GTPase; GST-Rab7 beads, fluorescent GTP binding, flow cytometry; actives lie on both sides; untreated = 100%, excess cold GTP = 0%; GTP binding activity (percent of control), % at 10 µM; hit rate 0.055% among 190,000; AID 758;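 active = fluorescent GTP binding to Rab7 beads changed by at least 20 points from the 100% baseline, either direction, mostly lower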;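 note: median green fluorescence of bound Bodipy-FL-GTP per Rab7 bead population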
# Cdc42 wt: modulators (inhibitors or activators) of GTP binding to human Cdc42 wildtype; percent activity (GTP binding), % at 10 µM; P60953; GST-Cdc42 beads, Bodipy-GTP binding, flow cytometry; actives lie on both sides; hit rate 0.2% among 190,000;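 active = percent activity GTP binding at least 20 points away from the 100% baseline, either down as inhibitor or up as activator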;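 note: median bead fluorescence of bound Bodipy-FL-GTP at 100 nM; 0% = excess unlabeled GTP control and 100% = no compound control; below 100% means less GTP binding so inhibitor and above means activator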
# * = called active by the depositor; x = not tested or not shown.
# A first look (5 entries):
(1) COC(=O)c1ccccc1CCC(C)=O
(2) CCNC(=O)CC1C(=O)N(C)C(=S)N1NC(=O)c1ccc(Cl)cc1 (stereo not given)
(3) CCOC(=O)N1CCC(NC(=O)c2cc(C(=O)Nc3ccc(S(=O)(=O)N4CCOCC4)cc3)ccc2CO)CC1
(4) O=C(NC1(C(F)(F)F)NC(=O)N(Cc2ccco2)C1=O)c1cccs1 (stereo not given)
(5) CCCCNc1nc(=S)n(-c2ccccc2)c(C)c1C(C)=O
assay / entry	1	2	3	4	5
HRas wt GTP	99	103	95	103	94
Rac1 wt GTP bind	104	108	97	98	97
Rab2 wt GTP	101	100	97	104	94
Mcl1 Noxa PPI	-5	-14	8	-13	5
Mcl1 Bid PPI	-24	-18	-2	-49	-12
Rac1 act GTP bind	102	99	96	101	93
Mcl-1 Bim block	-7	1	-2	0	-1
Pf gametocyte	x	x	3	x	x
Cdc42 wt	104	105	97	102	93
RGS8-Gao reg	103	98	98	98	100
Rab7 wt GTP bind	96	100	97	97	93

# The whole of this part, previewed entries included:
(1) COC(=O)c1ccccc1CCC(C)=O
(2) CCNC(=O)CC1C(=O)N(C)C(=S)N1NC(=O)c1ccc(Cl)cc1 (stereo not given)
(3) CCOC(=O)N1CCC(NC(=O)c2cc(C(=O)Nc3ccc(S(=O)(=O)N4CCOCC4)cc3)ccc2CO)CC1
(4) O=C(NC1(C(F)(F)F)NC(=O)N(Cc2ccco2)C1=O)c1cccs1 (stereo not given)
(5) CCCCNc1nc(=S)n(-c2ccccc2)c(C)c1C(C)=O
(6) Cc1ccc(-c2cc(C(=O)NCCc3ccccn3)c3ccccc3n2)c(C)c1
(7) Cc1c(NC(=O)CSc2nnc(N)s2)c(=O)n(-c2ccccc2)n1C
(8) CCNc1nc(NC(C)C)nc(N(C#N)C(C)C(=O)N(C)C)n1 (stereo not given)
assay / entry	1	2	3	4	5	6	7	8
HRas wt GTP	99	103	95	103	94	96	98	99
Rac1 wt GTP bind	104	108	97	98	97	101	101	99
Rab2 wt GTP	101	100	97	104	94	97	99	98
Mcl1 Noxa PPI	-5	-14	8	-13	5	-3	-8	-59
Mcl1 Bid PPI	-24	-18	-2	-49	-12	11	2	-13
Rac1 act GTP bind	102	99	96	101	93	96	99	98
Mcl-1 Bim block	-7	1	-2	0	-1	-4	-1	-3
Pf gametocyte	x	x	3	x	x	3	11	10
Cdc42 wt	104	105	97	102	93	100	101	95
RGS8-Gao reg	103	98	98	98	100	100	103	104
Rab7 wt GTP bind	96	100	97	97	93	94	98	101

(9) Cc1ccc(NC(=O)Cc2ccc(F)cc2)cc1
(10) CCOc1ccc(C(=O)Nc2cccc(C)n2)cc1
(11) CC1Cn2c(nnc2C23CC4CC(CC(C4)C2)C3)S1 (stereo not given)
(12) O=C(Nc1ccc(Cl)cc1)OC(CN1CCCCC1)C(F)(F)F (stereo not given)
(13) COCCCN=C1NN=C(c2cc(C)n(Cc3ccccc3Cl)c2C)CS1
(14) O=C(CSCc1ccc(Cl)cc1)N/N=C/c1ccc(Cl)cc1Cl
(15) CC(O)Cc1cn(CC(=O)N2CCN(C(=O)OC(C)(C)C)CC2)nn1 (stereo not given)
(16) Cc1cc(NC(=O)CSc2nnc(C3CC3)n2C)no1
assay / entry	9	10	11	12	13	14	15	16
HRas wt GTP	101	100	101	102	100	94	100	101
Rac1 wt GTP bind	102	104	103	104	96	97	101	106
Rab2 wt GTP	99	98	100	100	99	94	100	101
Mcl1 Noxa PPI	27	6	-6	10	30	1	12	12
Mcl1 Bid PPI	-10	26	-17	-15	-20	-2	-2	-8
Rac1 act GTP bind	99	98	99	100	95	91	99	101
Mcl-1 Bim block	1	-1	0	-1	-2	-2	-1	-5
Pf gametocyte	x	-2	14	-12	25	x	8	x
Cdc42 wt	100	103	99	101	95	98	97	104
RGS8-Gao reg	102	102	99	99	106	99	101	103
Rab7 wt GTP bind	102	102	104	98	105	100	105	102

(17) COc1ccccc1S(=O)(=O)Cc1ccc(C(=O)NCc2cccnc2)o1
(18) CN(C)c1ccc(/C=C/C(=O)c2ccccc2)cc1[N+](=O)[O-]
(19) CC(=O)c1cccc(NC(=O)C2CCN(S(=O)(=O)c3c(C)n[nH]c3C)CC2)c1
(20) CS(=O)(=O)N1CCC(C(=O)NCC2CCCO2)CC1 (stereo not given)
(21) CCCCCc1nnc(NC(=O)Cc2ccc([N+](=O)[O-])cc2)s1
(22) O=C(NCCCN1CCOCC1)c1coc2ccccc2c1=O
(23) CC(=O)c1ccc(NC(=O)C2(c3ccccc3)CCOCC2)cc1
(24) O=C(Cn1cnc2cc([N+](=O)[O-])ccc2c1=O)NC(c1ccccc1)c1ccccc1
assay / entry	17	18	19	20	21	22	23	24
HRas wt GTP	96	101	100	102	97	100	102	96
Rac1 wt GTP bind	97	101	102	102	99	105	101	97
Rab2 wt GTP	98	101	99	101	96	101	102	94
Mcl1 Noxa PPI	5	-17	14	8	16	30	-4	31
Mcl1 Bid PPI	1	-12	-19	-28	-44	7	-10	3
Rac1 act GTP bind	96	101	98	98	95	101	100	101
Mcl-1 Bim block	-1	-10	-5	0	1	1	-2	-1
Pf gametocyte	x	x	x	x	12	x	x	0
Cdc42 wt	96	100	101	102	96	102	103	98
RGS8-Gao reg	105	106	101	100	106	101	102	103
Rab7 wt GTP bind	96	102	99	104	99	101	95	96

# Bioassay records as filed in PubChem.
